# D2 PAM: HTS Assay for Positive Allosteric Modulators of the Human D2 Dopamine Receptor: Primary Screen for Potentiators | D(2) dopamine receptor (Homo sapiens), P14416 | HEK293 T-REx D2, calcium flux, EC20 dopamine potentiation | potentiation, % at 10 µM | 340,000 tested, 0.34% active | AID 485347, 2010;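 active = potentiation over 3 SD above the plate norm, cut at about 30% in these data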; also: 0% is about no effect
#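 Primary screen. Calcium kinetics in induced HEK293 T-REx D2 cells: compound pre-addition 180 s, EC20 dopamine, 180 s more.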
# RXFP1 agonist: qHTS Assay for Agonists of the Relaxin Receptor RXFP1; Relaxin receptor 1 (Homo sapiens), Q9HBX9; HEK293T-RXFP1 cAMP TR-FRET, 30 min; response scale: percent of porcine relaxin response, buffer zero; Potency, µM (top dose mostly 57.5 µM), for the others: top-dose activation, most hits filed as activators; 370,000 tested, 0.3% active; active = well fitted activation curve with a large enough effect; inconclusive = small, poorly fitted or top-dose-only effect; also: potency is read from the fitted curve at half-maximal effect; % is scaled to controls: 0 for no effect and ±100 for the full control effect; nearly all actives have a fitted effect of over 60% in size; many of its hits are not listed in these tables
# Target sequence (Q9HBX9 whole entry, looked up): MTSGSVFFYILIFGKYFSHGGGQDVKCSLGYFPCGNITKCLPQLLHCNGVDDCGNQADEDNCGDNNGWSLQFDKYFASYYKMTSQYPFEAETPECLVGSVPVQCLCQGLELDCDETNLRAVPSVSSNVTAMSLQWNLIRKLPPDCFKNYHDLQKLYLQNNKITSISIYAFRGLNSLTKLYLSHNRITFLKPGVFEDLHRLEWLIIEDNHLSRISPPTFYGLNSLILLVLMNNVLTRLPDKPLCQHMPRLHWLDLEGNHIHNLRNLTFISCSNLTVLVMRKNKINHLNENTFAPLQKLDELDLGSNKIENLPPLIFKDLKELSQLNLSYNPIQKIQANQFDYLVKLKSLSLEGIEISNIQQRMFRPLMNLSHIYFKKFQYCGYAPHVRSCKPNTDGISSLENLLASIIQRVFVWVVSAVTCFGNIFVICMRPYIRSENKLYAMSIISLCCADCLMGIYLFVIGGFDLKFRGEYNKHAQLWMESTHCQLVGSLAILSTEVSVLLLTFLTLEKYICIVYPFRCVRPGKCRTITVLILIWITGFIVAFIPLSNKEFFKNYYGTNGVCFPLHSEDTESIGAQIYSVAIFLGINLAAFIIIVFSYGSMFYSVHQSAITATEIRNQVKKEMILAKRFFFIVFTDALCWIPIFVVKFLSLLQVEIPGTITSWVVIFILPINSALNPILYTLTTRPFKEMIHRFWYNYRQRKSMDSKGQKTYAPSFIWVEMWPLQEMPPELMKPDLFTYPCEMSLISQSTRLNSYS
#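 HEK293 cells stably expressing RXFP1, treated 30 min at 37C with compounds plus PDE4 inhibitor Ro 20174; cAMP measured by HTRF TR-FRET. Normalized to buffer and 29 nM porcine relaxin; EC50 by Hill fit.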
# RXFP1 antag: qHTS Assay for Antagonists of the Relaxin Receptor RXFP1; activity change, negative = inhibition, % at 57.5 µM; 350,000 tested, 0.59% active; HEK293-RXFP1, relaxin-stimulated cAMP HTRF, 30 min; hits give low values;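 active = activity change of -60% or lower, but not beyond a set lower limit; inconclusive = change between -60% and -40%, or beyond the set limit; inactive = change above -40%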; also: % is scaled to controls: 0 for no effect and ±100 for the full control effect
# D2 agonist: HTS Assay for Allosteric Agonists of the Human D2 Dopamine Receptor: Primary Screen for Agonists; D(2) dopamine receptor (Homo sapiens), P14416; HEK293 T-REx D2 cells, calcium flux agonist mode; activation, % at 2 µM; 340,000 tested, 0.53% active; AID 485358, 2010;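 active = activation over 3 SD above normal in the single-dose calcium agonist read, cut at about 30% in these data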; also: 0% is about no effect
#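 Calcium-flux readout, 1 cycle/sec over 180 s following compound pin transfer, in inducible HEK293 Trex D2 cells (force-coupled); dopamine controls included. Positive calcium responses during this window marked compounds as potential agonists.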
# TRHR PAM: qHTS for Small Molecule Agonists and Allosteric Enhancers of Human TRH Receptor: Primary Screen for Enhancers | Thyrotropin-releasing hormone receptor (Homo sapiens), P34981 | TRHR cells, fluo-8 calcium fluorescence, EC20 TRH enhancement | enhancement, % at 2 µM | 360,000 tested, 0.66% active; in the data active = enhancement above about 30%; also: 0% is about no effect
#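 TRHR-expressing cells loaded with fluo-8 calcium dye were read kinetically (ex 480/em 530) during compound addition, then stimulated with an EC20 of TRH (10 nM final). Enhancement of the Gq-mediated intracellular calcium response was scored.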
# D1 antagonist: Antagonist of Human D 1 Dopamine Receptor: qHTS; AID 504652, 2011; HEK293 TREx D1 cells, calcium flux, dopamine EC80; hits give low values; D(1A) dopamine receptor (Homo sapiens), P21728; 360,000 tested, 3.2% active; activity change, negative = inhibition, % at 10 µM; in the data active = activity change below about -30%; also: % is scaled to controls: 0 for no effect and ±100 for the full control effect
#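 After overnight tetracycline induction at 30 C, force-coupled D1 HEK293 cells took up a no-wash calcium dye at room temperature. Compounds were added and monitored 180 s, and the response to EC80 dopamine was then recorded.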
# D1 agonist: Allosteric Agonists of the Human D1 Dopamine Receptor: qHTS; D(1A) dopamine receptor (Homo sapiens), P21728; HEK293 T-REx D1 cells, calcium flux, agonist mode; activation, % at 2 µM; 360,000 tested, 1% active; in the data active = activation above about 30%; also: 0% is about no effect
#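 Tetracycline-induced HEK293 TREx D1 cells, force-coupled to calcium signalling, were dye-loaded with a no-wash calcium kit. Compound was pin-added after a 10 s baseline. Fluorescence was read kinetically at 1 cycle/s for 180 s, with calcium rises flagged as agonism.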
# D1 PAM: Potentiators of Human D1 Dopamine Receptor: qHTS; AID 504651, 2011; 360,000 tested, 0.036% active; D(1A) dopamine receptor (Homo sapiens), P21728; HEK293 TREx D1 cells, calcium flux, dopamine EC20 potentiation; potentiation, % at 10 µM; in the data active = potentiation above about 30%; also: 0% is about no effect
# D2 antagonist: HTS Assay for Allosteric Antagonists of the Human D2 Dopamine Receptor: Primary Screen for Antagonists; D(2) dopamine receptor (Homo sapiens), P14416; HEK293 TREx D2 cells, calcium flux, dopamine EC80; inhibition, % at 10 µM; 340,000 tested, 2% active; in the data active = inhibition above about 30%; also: 0% is about no effect
#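 Compounds are added to dye-loaded, induced HEK293 T-REx cells coupled to calcium release via D2; after a 3 min kinetic read an EC80 dopamine stimulus is given and fluorescence is recorded for 3 more min.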
# Numbers without * were called inactive; u = inconclusive; x = no result given. An excerpt; the hit share may differ from the screen's.
SMILES,D2 PAM,RXFP1 agonist,RXFP1 antag,D2 agonist,TRHR PAM,D1 antagonist,D1 agonist,D1 PAM,D2 antagonist
CCOC(=O)C(CC)Sc1nnc2[nH]c(=O)cc(C)n12 (stereo not drawn),4,1.1%,2,-1.8,3,x,-1,-1,x
CC(=O)N1C2CCCCC2S[C@H]2CCCCC21 (stereo partly drawn),-2,0.9%,3,0.3,-4,1,2,0,24
CCN(CC)C1=N/C(=C\c2ccco2)C(=O)N1c1ccccc1,-2,3.9%,-23,0.1,2,-4,2,0,0
c1cc2c(nn1)CCc1nonc1-2,-8,2.7%,-5,0.8,8,19,2,-6,2
Cc1oc(-c2cccc(Cl)c2)nc1CS(=O)(=O)CC(=O)NCc1ccco1,-2,-3.4%,14,-0.5,-8,-3,4,-2,5
COC(=O)C(O)(CC(=O)Nc1ccc(OC(F)(F)F)cc1)C(F)(F)F (stereo not drawn),-5,-0.4%,-6,0.3,1,-8,5,4,4
CCN(CC)CCNc1nc2ccccc2n1C,-7,-0.1%,-3,1.2,-1,-37*,2,-1,-7
CCn1c(=O)cc(SCC(=O)Nc2ccc(Cl)cc2)c2ccccc21,-17,3.2%,21,1.0,-13,-10,0,-2,-8
CCc1noc(C)c1C(=O)N(C)CC(=O)Nc1ccc(F)c(F)c1F,-3,0.9%,-4,3.9,2,2,2,-3,-3
CC(=O)Nc1ccc(N=Cc2c(O)ccc3ccccc23)cc1,-1,-0.1%,14,4.5,1,-1,25,-5,-7
CCc1ccc(NC(=O)CN(CC(=O)Nc2ccc(CC)cc2)CC(C)O)cc1 (stereo not drawn),10,-1.1%,-4,-0.5,10,6,12,-9,-5
CCCCNS(=O)(=O)c1ccc2nc(SCC(=O)Nc3cc(C)cc(C)c3)[nH]c2c1,5,4.2%,-12,-1.3,4,-13,7,0,-13
Cc1ccc(NC(=O)/C(=C\C=C\c2ccccc2)NC(=O)c2ccccc2)cc1,-12,0.0%,-16,1.0,-3,-1,3,-3,-16
CCC(=O)c1c[nH]c(C(=O)N2CCN(c3ccccc3)CC2)c1,x,0.0%,-4,x,2,-3,1,-1,x
O=C(NCc1cccs1)C1CCN(S(=O)(=O)c2ccccc2F)CC1,10,-0.1%,0,-1.5,3,12,0,-10,-22
CC1(C)CC(=O)CC(C)(C)N1OC(=O)c1ccncc1,-13,1.2%,-7,-2.4,-2,-17,0,-5,2
O=C(NN1C(=O)C2C(C1=O)C1C=CC2C12CC2)c1cccnc1 (stereo not drawn),-5,-0.8%,-8,0.2,-4,-16,1,-8,4
COc1ccccc1CNC(=O)COC(=O)c1ccccn1,-3,0.0%,20,-0.1,2,-1,5,6,-29
Cc1cccc(-n2nnnc2SCC(=O)Nc2ccc(N3CCN(C)CC3)cc2)c1,7,2.5%,-1,0.9,6,-5,3,-10,-7
COc1ccc(OCC(=O)OCC(=O)NCc2ccco2)cc1,-5,0.0%,-15,0.8,-4,-10,0,8,2
O=C(NC1CCCCC1)c1cc(-c2ccccn2)nc2ccccc12,-5,2.1%,1,0.5,3,8,2,1,1
CCN(C#N)c1nc(N(C)C)nc(N(C)C)n1,1,-0.1%,-10,0.1,2,-5,0,9,-1
O=C(CN1C(=O)C(=O)N(Cc2ccco2)C1=O)NC1CCCCC1,0,-1.5%,x,1.7,1,-3,3,3,-6
Cc1cc(C)n(S(=O)(=O)c2ccccc2)n1,-3,9.3%,-8,-0.2,1,-6,1,4,8
COc1cccc(C2CCCN2Cc2nc(-c3sccc3C)oc2C)c1 (stereo not drawn),2,-1.0%,-30,-0.2,5,4,0,-4,3

# The results go on:
SMILES,D2 PAM,RXFP1 agonist,RXFP1 antag,D2 agonist,TRHR PAM,D1 antagonist,D1 agonist,D1 PAM,D2 antagonist
COc1cc(OC)c(-c2nc3ccccc3s2)cc1OC,x,11%,-1,x,3,0,3,-3,x
Cc1cc(OCCCCCNCCO)cc(C)c1Cl,-11,-1.3%,5,0.7,0,4,23,-9,-12
CCOC(=O)c1c(NC(=O)CSc2nc3ccccc3c(=O)n2-c2ccccc2)sc(C(C)=O)c1C,5,u,-8,-2.4,11,4,2,2,-14
O=C1CC(=O)N(Cc2ccco2)C(=O)N1,-6,-1.3%,5,0.8,-3,3,3,-2,11
CC(Oc1ccccc1)C(=O)NNC(=O)c1cccs1 (stereo not drawn),-5,0.6%,1,-0.9,15,7,1,-1,-5
CC(C)N(C(=O)COC(=O)c1cccc(C(=O)OCC(=O)N(C(C)C)C(C)C)n1)C(C)C,9,-0.3%,-16,0.2,23,13,4,0,-7
COc1cc(-c2noc(CCC(=O)Nc3cc(C)ccc3C)n2)cc(OC)c1OC,-13,-8.1%,x,-1.1,-9,-10,0,1,x
CC(C)c1nc2sc3c(c2c(=O)o1)CCCC3,1,1.8%,7,0.3,2,10,1,2,2
COc1ccc(C(=O)NCC(c2ccco2)N2CCc3ccccc32)cc1 (stereo not drawn),10,2.6%,18,-0.2,0,-4,3,-9,-12
COc1cccc(Oc2nc(N)ncc2[N+](=O)[O-])c1,2,1.0%,4,1.2,6,19,2,-2,20
CC(=O)Nc1ccc(NC(=O)N(c2ccccc2)c2ccccc2)cc1,11,6.5%,0,0.1,1,-12,1,0,24
Cc1ccc(C)c(S(=O)(=O)N2CCCC2CNC(=O)C(=O)NCc2ccccn2)c1 (stereo not drawn),20,-1.0%,-33,0.2,-3,2,1,2,18
CCOC(=O)c1ccc(-n2c(CN3CCN(CCO)CC3)nc3ccc([N+](=O)[O-])cc3c2=O)cc1,0,2.7%,-4,5.5,37*,-2,13,0,4
Cc1ccc(C)c(NC(=O)CSc2nnc(C)c(=O)n2N)c1,8,-0.3%,x,0.2,9,-4,1,-1,5
CCCC(NC(=O)CCl)c1ccccc1 (stereo not drawn),3,0.7%,23,-0.9,-1,-14,2,3,1
CCCCCCCC1(C)NC(=O)N(c2ccccc2)N1 (stereo not drawn),13,-2.0%,-22,0.3,27,2,0,3,9
O=S1(=O)NC(=NCc2ccco2)c2ccccc21,2,0.1%,12,x,3,11,1,1,x
COC(=O)CCCC1=CC2=CC(=O)C(C)(OC(=O)c3cccs3)C(=O)C2=CN1Cc1ccc2c(c1)OCO2 (stereo not drawn),15,22%,x,-0.6,-5,12,2,0,-11
COc1ccc(N2C(=O)CSC23C(=O)N(Cc2ccc(C)cc2)c2ccccc23)cc1Cl (stereo not drawn),x,2.6%,x,-1.0,2,1,20,-2,x
Cc1cc(NC(=O)CSc2nnc(C)c(=O)n2N)no1,-10,3.8%,-3,-0.4,-7,-9,2,-4,-28
CCC(CC)C(=O)N1CCN(Cc2nc3ccccc3c(=O)[nH]2)CC1,-1,-1.7%,-25,-0.4,32*,-2,2,-2,2
COc1ccc(N2CCN(c3ncnc4c3nnn4C)CC2)cc1,-4,9.8%,-22,-5.1,2,x,21,-2,x
Fc1ccc2c(c1)C1C=CCC1C(c1cc3c(cc1Br)OCO3)N2 (stereo not drawn),20,-0.5%,-14,x,3,29,4,15,x
Cc1ccccc1/C(N)=N/OC(=O)c1ccc(F)cc1,11,-1.7%,-8,1.0,4,x,-1,2,-16
COc1ccc(OC)c(-c2csc(NC(=O)c3ccccc3F)n2)c1,-8,2.6%,-4,0.3,14,-7,-1,-3,10

# Quoted at random: two compounds from above, in no set order.
SMILES,D2 PAM,RXFP1 agonist,RXFP1 antag,D2 agonist,TRHR PAM,D1 antagonist,D1 agonist,D1 PAM,D2 antagonist
Cc1cc(C)n(S(=O)(=O)c2ccccc2)n1,-3,9.3%,-8,-0.2,1,-6,1,4,8
O=C(NC1CCCCC1)c1cc(-c2ccccn2)nc2ccccc12,-5,2.1%,1,0.5,3,8,2,1,1

# As a working copy, part of the list above:
SMILES,D2 PAM,RXFP1 agonist,RXFP1 antag,D2 agonist,TRHR PAM,D1 antagonist,D1 agonist,D1 PAM,D2 antagonist
COc1cc(OC)c(-c2nc3ccccc3s2)cc1OC,x,11%,-1,x,3,0,3,-3,x
Cc1cc(OCCCCCNCCO)cc(C)c1Cl,-11,-1.3%,5,0.7,0,4,23,-9,-12
CCOC(=O)c1c(NC(=O)CSc2nc3ccccc3c(=O)n2-c2ccccc2)sc(C(C)=O)c1C,5,u,-8,-2.4,11,4,2,2,-14

# Printed as active in TRHR PAM (from the list above):
canonical_smiles | D2 PAM | RXFP1 antag | TRHR PAM | D1 antagonist | D1 agonist | D1 PAM | D2 antagonist
CCOC(=O)c1ccc(-n2c(CN3CCN(CCO)CC3)nc3ccc([N+](=O)[O-])cc3c2=O)cc1 | 0 | -4 | 37* | -2 | 13 | 0 | 4
CCC(CC)C(=O)N1CCN(Cc2nc3ccccc3c(=O)[nH]2)CC1 | -1 | -25 | 32* | -2 | 2 | -2 | 2

# Remaining list, next part.
SMILES,D2 PAM,RXFP1 agonist,RXFP1 antag,D2 agonist,TRHR PAM,D1 antagonist,D1 agonist,D1 PAM,D2 antagonist
CC1CCN(C(=O)CN(CCc2ccccc2)S(C)(=O)=O)CC1,6,0.4%,-4,-0.3,0,14,3,-2,10
COc1cc(/C=C/C(=O)OCC(=O)N2c3ccccc3CC2C)cc(OC)c1OC (stereo not drawn),-6,0.1%,4,0.6,3,-19,0,-8,-23
CCOC(=O)COc1nc(-c2ccco2)cc(-c2ccco2)c1C#N,-7,-3.8%,-20,1.4,-16,-4,3,3,-5
O=C(O)c1ccc(N2C(=O)CC(N3CCN(c4ccc(Cl)cc4)CC3)C2=O)cc1 (stereo not drawn),8,2.3%,-1,0.3,-1,-2,1,3,5
CC(CC(=O)Nc1ccc2c(c1)OCO2)c1ccccc1 (stereo not drawn),10,0.3%,8,-0.3,-8,3,4,0,-2
CCc1cc2c(=O)oc(-c3ccc(Br)cc3)nc2s1,11,-0.7%,-6,-1.4,-2,-13,2,-1,33*
C=CCOc1ccc(C2/C(=C(/O)c3ccc4c(c3)CC(C)O4)C(=O)C(=O)N2CCCN2CCOCC2)cc1 (stereo not drawn),-2,28%,3,0.1,-5,6,0,-6,1
CC(C)C(Nc1ccc(C(F)(F)F)cc1[N+](=O)[O-])C(=O)O (stereo not drawn),-5,3.8%,u,11,-4,-17,4,-5,1
COc1ccc2oc(C(=O)NCCC(C)C)c(C)c2c1,0,3.3%,-10,0.5,6,4,-2,-3,-10
CCc1nnc(NC(=O)c2ccc3nc(CC)c(CC)nc3c2)s1,-2,0.9%,4,2.0,-7,11,1,-5,-10

# Screening data deposited in PubChem by National Center for Advancing Translational Sciences (NCATS).
